PLK1 PBD inh: blocks phosphopeptide binding to human PLK1 polo-box domain; P53350; AID 720504; actives 2.8% (n = 360,000); Plk1 PBD binding of FITC phosphopeptide, fluorescence polarization; Potency, µM, without a hit: max response, negative = inhibition, usual class: inhibitors; note: potency is the fitted concentration of half-maximal effect; series mostly up to about 57 µM; % is set by controls: 0 for no effect and ±100 for the full control effect; nearly all actives have a fitted effect of over 65% in size
Target sequence (P53350 whole entry, looked up, the tested form may be a part): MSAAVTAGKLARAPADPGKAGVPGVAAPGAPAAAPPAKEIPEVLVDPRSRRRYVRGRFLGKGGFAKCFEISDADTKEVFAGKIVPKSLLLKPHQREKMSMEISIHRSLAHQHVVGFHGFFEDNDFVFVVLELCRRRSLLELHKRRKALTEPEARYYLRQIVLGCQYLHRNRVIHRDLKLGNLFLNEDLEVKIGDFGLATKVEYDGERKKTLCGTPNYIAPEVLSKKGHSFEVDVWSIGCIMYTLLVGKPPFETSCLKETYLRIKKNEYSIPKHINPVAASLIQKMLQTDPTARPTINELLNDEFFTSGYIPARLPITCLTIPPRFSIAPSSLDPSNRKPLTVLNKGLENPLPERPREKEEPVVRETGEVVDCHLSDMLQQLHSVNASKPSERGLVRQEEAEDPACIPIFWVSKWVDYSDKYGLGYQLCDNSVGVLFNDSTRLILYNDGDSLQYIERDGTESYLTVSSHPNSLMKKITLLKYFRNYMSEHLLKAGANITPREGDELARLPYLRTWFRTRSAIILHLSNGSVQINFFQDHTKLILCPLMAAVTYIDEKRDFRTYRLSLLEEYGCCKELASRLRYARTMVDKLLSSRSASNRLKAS
IL-2 act: IL-2 activation; AID 652025; actives 0.065% (n = 360,000); IL-2 activation reporter assay, cell-based qHTS; stimulated with anti-CD3/CD4/CD28 beads; in transgenic mouse T cells; activation, % (series mostly up to about 46 µM); in the data active = activation above about 50%; inconclusive = mostly about 30% to 49%; note: 0% is about no effect
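Readout: EGFP and DsRed signals by fluorescent plate cytometry. Unstimulated transgenic mouse T cells received compound 60 min before antibody-bead stimulation, then incubated 18 h at 37 degrees C.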
EPAC2 agonist: activates human EPAC2 exchange factor; EPAC2 activation, biochemical qHTS; response scale: 100% = 6.5 mM cAMP response; actives 0.079% (n = 360,000); Potency, µM (series often up to 154 µM), without a hit: at the top dose activation, usual class: activators; AID 720711; Q8WZA2; note: potency is the fitted concentration of half-maximal effect; nearly all actives have a fitted effect of over 50% in size
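Fluorescence exchange assay: 100 nM EPAC2 with 250 nM RAP1B-BODIPY-GDP and 50 uM GDP; compounds tested as a concentration-titration series (qHTS). Loss of Rap1-bound BODIPY-GDP fluorescence read at 480/540 nm; data normalized to 6.5 mM cAMP.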
PI5P4K alpha inh: PI5P4K alpha (human) kinase inhibition. max response, %. P48426. actives 1.2% (n = 330,000). PI5P4Kalpha enzyme, ADP-Glo luminescence, 60 min; hits give low values; active = max response of -50% or lower; inconclusive = between -30% and -50%; inactive = -30% or higher; note: value at the top dose of about 77 µM; % is set by controls: 0 for no effect and ±100 for the full control effect
Target sequence (P48426 whole entry, looked up): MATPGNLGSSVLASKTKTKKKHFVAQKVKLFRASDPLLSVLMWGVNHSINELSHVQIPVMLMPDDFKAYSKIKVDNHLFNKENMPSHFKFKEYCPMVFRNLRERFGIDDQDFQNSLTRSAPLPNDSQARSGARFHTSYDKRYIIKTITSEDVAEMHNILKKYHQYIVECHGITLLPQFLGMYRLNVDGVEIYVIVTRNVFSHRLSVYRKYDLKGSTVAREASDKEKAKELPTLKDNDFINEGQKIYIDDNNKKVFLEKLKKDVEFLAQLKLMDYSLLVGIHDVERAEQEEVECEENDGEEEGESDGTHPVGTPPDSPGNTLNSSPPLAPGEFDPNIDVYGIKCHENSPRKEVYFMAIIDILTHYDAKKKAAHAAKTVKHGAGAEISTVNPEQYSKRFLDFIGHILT
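Single end-point luminescence (ADP-Glo) quantified ADP from PI5P4Kalpha turnover; ATP 5 microM final, 1 h at RT, 0.1% CHAPS and 0.28 mM EGTA in HEPES pH 7.4.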
CCT modulator: cytosolic chaperonin activity modulation | purified chaperonin ATPase assay, HTRF ADP detection, 30 min | activity change, % (concentration not given with the values), hits read low | actives 0.3% (n = 360,000); in the data active = activity change below about -30%; note: % is set by controls: 0 for no effect and ±100 for the full control effect
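Enzyme 40 or 20 nM (batch-dependent) in Tris pH 7.4/KCl/MgCl2/DTT; cpd 76 uM single point; ATP 10 uM; 30 min 37 °C; Transcreener ADP HTRF detection, 30 min RT; ratio 665/615.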
WRN inhibitor: inhibitors of human WRN helicase; Q14191; WRN helicase unwinding, fluorescent forked duplex, kinetic; Potency, µM (doses to about 114 µM), for inactives: at the top dose activity change, negative = inhibition, actives largely listed as inhibitors; actives 0.46% (n = 360,000); AID 651768; note: potency is the fitted concentration of half-maximal effect; % is set by controls: 0 for no effect and ±100 for the full control effect; nearly all actives have a fitted effect of over 55% in size
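Screening of the MLSMR collection measured strand separation of a quenched forked DNA duplex (100 nM) by 20 nM WRN with 2 mM ATP, all final. Compounds were preincubated with enzyme 15 min at room temperature.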
EPAC1 antag: antagonists of human EPAC1; O95398; EPAC1 GEF assay, Rap1b-BODIPY-GDP exchange fluorescence; Potency, µM (top dose mostly 115 µM), for the others: at the top dose activity change, negative = inhibition, usual class: inhibitors; actives 0.14% (n = 360,000); AID 720709;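 note: potency is the fitted concentration of half-maximal effect; plate controls were vehicle for no effect and positive control for full effect; nearly all actives have a fitted effect of over 50% in size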
EPAC1 ag: EPAC1 (human) agonism; O95398; EPAC1 agonist qHTS, biochemical assay; response scale: 100% = response to 6.5 mM cAMP; Potency, µM (series often up to 154 µM), for the others: at the highest dose activation, actives largely listed as activators; actives 0.073% (n = 360,000); note: potency is the fitted concentration of half-maximal effect; nearly all actives have a fitted effect of over 60% in size
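Multi-concentration qHTS readout: loss of Rap1B-bound BODIPY-GDP fluorescence driven by 100 nM EPAC1 with excess GDP (50 uM), monitored kinetically at room temperature; agonist response expressed relative to 6.5 mM cAMP.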
The depositor's hits bear a star; ? = inconclusive; · = no result given; [ ] = another dose, or the depositor's remark. Unless noted, calls come from the whole dose curve; as a rule, active = well fitted curve in the direction sought with a large enough effect; inconclusive = small, poorly fitted or top-dose-only effect, or another doubt; inactive = no such curve, though single readings can be large; an effect the other way counts as inactive or inconclusive. These rows are one share of the data; rates above refer to the full screens.

Start of the listing, in advance (three entries):
SMILES	PLK1 PBD inh	IL-2 act	EPAC2 agonist	PI5P4K alpha inh	CCT modulator	WRN inhibitor	EPAC1 antag	EPAC1 ag
O=C(COC(=O)c1cccc(Br)c1)NC1CCCCCCC1	-6%	-3.3	10%	0	-0.5	-3%	4%	10%
COc1ccc(OC)c(NC(=O)Cn2c(=O)n(CC(=O)NCc3ccco3)c(=O)c3ccccc32)c1	-1%	-1.9	4%	-1	-0.3	-4%	-9%	2%
CCOC(=O)C1CCN(C(=O)CC(NS(=O)(=O)c2ccc(OC)cc2)C(C)C)CC1 (configuration not stated)	3.8µM*	1.5	-6%	?	-3.6	9%	9%	-7%

The whole of this part (from the top)
SMILES	PLK1 PBD inh	IL-2 act	EPAC2 agonist	PI5P4K alpha inh	CCT modulator	WRN inhibitor	EPAC1 antag	EPAC1 ag
O=C(COC(=O)c1cccc(Br)c1)NC1CCCCCCC1	-6%	-3.3	10%	0	-0.5	-3%	4%	10%
COc1ccc(OC)c(NC(=O)Cn2c(=O)n(CC(=O)NCc3ccco3)c(=O)c3ccccc32)c1	-1%	-1.9	4%	-1	-0.3	-4%	-9%	2%
CCOC(=O)C1CCN(C(=O)CC(NS(=O)(=O)c2ccc(OC)cc2)C(C)C)CC1 (configuration not stated)	3.8µM*	1.5	-6%	?	-3.6	9%	9%	-7%
COc1cc(/C=C/c2cc[n+](C)cc2)ccc1OCC(=O)Nc1ccccc1	2%	1.9	13%	-3	0.3	3%	8%	-4%
O=C(NC1CCS(=O)(=O)C1)c1ccc(Br)o1 (configuration not stated)	-8%	-3.1	21%	-4	-2.2	5%	-3%	6%
CCOc1cc(NC(=O)C2CC2)c(OCC)cc1NC(=O)c1ccccc1OCC	-3%	-0.3	10%	12	-2.0	-1%	3%	14%
CC(=O)c1c(C)[nH]c(C(=O)COC(=O)c2c(C)noc2C)c1C	-2%	2.2	4%	6	0.4	-6%	-22%	-6%
Cc1ccccc1OC(C)C(=O)N1CCN(c2ccccn2)CC1 (configuration not stated)	-17%	-1.3	12%	1	-3.1	13%	-7%	7%
O=C(Nc1ccc(F)cc1F)c1ccc2nc(N3CCOCC3)sc2c1	-7%	-0.4	10%	-5	-3.5	2%	-6%	9%
CCc1ccccc1NC1c2ccccc2C(=O)N1c1cc(C)ccn1 (configuration not stated)	-3%	-2.7	7%	15	-1.2	-1%	-4%	3%
Cc1cc(C)nc(Nc2nc(C(N)CCc3ccccc3)cs2)n1 (configuration not stated)	-3%	-0.1	-7%	-1	1.7	5%	14%	6%
O=c1[nH]cnc2c1C(c1ccc(Cl)cc1)c1c(nc[nH]c1=O)O2	-18%	-0.1	15%	7	0.8	-13%	-12%	4%
Cc1ccc(S(=O)(=O)N2CCCCC2)cc1NC(=O)COc1ccccc1F	4%	-3.1	2%	2	0.9	-3%[57.1 µM]	-26%	7%
Cc1ccc2nc(-c3ccccc3O)c(Nc3ccc4c(c3)OCCO4)n2c1	1%	-2.0	1%	11	-6.1	-17%	-10%	17%
CC(=O)N1CCOc2cc(S(=O)(=O)N3CCN(c4ccccc4)CC3)c(Cl)cc21	-8%	-0.8	5%	4	1.9	-5%	-18%	-4%
O=C(CSc1nn(-c2ccc(F)cc2)c(=S)s1)N1CCN(C(=O)c2ccco2)CC1	-10%	-0.6	5%	·	-6.9	-11%	13%	4%
COc1cc(/C=N/NC(=S)Nc2cccc(S(=O)(=O)N(C)C)c2)cc(OC)c1O	2%	0.4	-12%	22	0.2	-10%	-4%	2%
COc1c(Br)cc(Br)cc1/C=N/NC(=O)c1ccncc1	-5%	-0.1	10%	12	0.0	-5%	-18%	-9%
COc1ccc(OC)c(N(CC(=O)Nc2ccccc2C(=O)NCc2ccco2)S(C)(=O)=O)c1	-7%	-1.8	16%	·	-3.2	7%	5%	13%
O=C(NCc1ccco1)c1cc2sccc2n1Cc1ccccc1	-7%	0.7	15%	·	0.4	-20%	-23%	27%
COc1ccc(-n2nnc3c(SCC(=O)OCc4ccccc4)ncnc32)cc1	-5%	-0.7	8%[15.6 µM]	0	1.9	4%	2%	4%
Cc1cc(NC(=O)CCl)n(-c2nc3ccccc3s2)n1	-17%	-3.5	6%	4	1.3	1%	24%	4%
Cn1c(C(=O)NCc2cccnc2)cc2sc(Cl)cc21	-9%	-2.8	-1%	·	1.3	-3%	10%	5%
Cn1c(SCc2cccc3ccccc23)nnc1-c1ccco1	-8%	-0.1	6%	-4	0.1	3%	-1%	0%
COc1ccc(C(=O)N/C(=C\c2ccccc2)C(=O)NCc2cccnc2)cc1	-16%	-0.3	9%	0	-2.0	10%	8%	5%
Nc1cc2c(cc1Cl)-c1ccc(Cl)cc1C2	-7%	-0.4	18%	3	-1.1	-20%	-19%	13%
COc1ccc(NC(=S)N2CCC(NC(=O)c3ccc(OC)cc3)CC2)cc1	-10%	1.6	12%	-3	-0.3	2%[57.1 µM]	-13%	1%
CN(C(=O)CN1C(=O)CCSc2ccc(S(=O)(=O)N3CCCC3)cc21)c1ccccc1	-15%	1.0	-2%	-2	-4.9	-4%	4%	8%
CC(C)n1nc(C(=O)Nc2cccc(S(=O)(=O)NCc3ccco3)c2)c2ccccc2c1=O	-6%	1.5	7%	-3	1.9	-16%	-10%	5%
CC(=O)c1ccc(N2CCN(C(=O)C3CCN(S(=O)(=O)c4ccc5c(c4)CC(C)N5C(C)=O)CC3)CC2)cc1 (configuration not stated)	-18%	3.6	6%	-1	-0.6	0%[57.1 µM]	-20%	2%
CC(=O)Nc1c2c(nn1-c1ccc(C)cc1C)CSC2	-4%	-0.9	6%	·	-1.2	-10%	-11%	3%
CCOCCn1c(SC(C)C(C)=O)nc2c1c(=O)[nH]c(=O)n2C (configuration not stated)	-5%	0.1	7%	-4	-2.3	-13%	2%	8%
Cc1cc(C)c(C(=O)CSc2n[nH]c(=O)n2C2CC2)cc1C	-13%	-3.4	-4%	3	-0.9	-4%	3%	-7%
Cc1cc2nc(-c3ccc(F)cc3)c(Cc3ccsc3)n2c(C)c1Br	-4%	-0.5	17%	8	-1.9	-1%	7%	16%
O=C(NCC1CCCCC1)c1csc([C@@H]2C[C@H](O)[C@@H](CO)O2)n1	-19%	-0.3	9%	5	-1.6	9%[57.1 µM]	-29%	0%
Cc1cccc(N2C(=O)/C(=C\c3ccc(C(=O)O)cc3)c3ccccc3C2=O)c1	6.7µM*	1.1	-6%	-2	0.9	-3%	-13%	4%
O=C(NCc1cccnc1)c1ccccc1CCc1ccccc1	-16%	22	5%	8	1.1	-5%	-21%	4%
CCCn1c(SCC(=O)NCc2ccccc2)nnc1-c1ccncc1	-10%	-0.3	-1%	-8	-2.0	2%	-22%	-4%
Cc1cc(C(=O)NCc2ccco2)no1	-10%	-1.1	4%	·	-2.0	-6%	10%	4%
COc1ccc(CCN2CC(C(=O)Nc3nnc(Cc4ccccc4)s3)CC2=O)cc1OC (configuration not stated)	-3%	0.8	3%	-1	-1.3	5%	-10%	7%
Cn1c(=O)c2c(nc(Cl)n2Cc2ccc(Cl)c(Cl)c2)n(C)c1=O	-5%	-3.7	-3%	3	-2.0	-21%	-18%	-4%
O=C(NN=C1C2CC3CC1CC(Cl)(C3)C2)c1ccccn1	-14%	-0.2	9%	3	0.3	8%	0%	-2%
CCC(CC)C(=O)c1c[nH]c(C(=O)NCc2ccco2)c1	2%	-1.6	1%	0	-5.9	-14%	9%	-4%
COc1ccc(CNn2c(-c3cccs3)nc3ccccc3c2=O)cc1OC	?	-0.5	16%	2	-2.7	-2%[57.1 µM]	-20%	8%
Cc1ccc(-c2csc3ncnc(Oc4ccc5c(C)cc(=O)oc5c4)c23)cc1	-3%	-1.5	7%	-3	-1.2	3%	-5%	8%
Cc1ccc(S(=O)(=O)NCc2ccc(C(=O)NC3CCC(O)CC3)cc2)cc1C (configuration not stated)	-7%	-0.4	21%	0	-1.1	1%	-19%	4%
Cc1c(C)c2ccc(OCC(=O)NCCN3CCOCC3)cc2oc1=O	4%	-0.2	0%	0	-1.7	0%	0%	0%
O=C(O)Cc1csc2ccccc12	-3%	-0.4	2%	-2	1.5	7%	12%	-10%
C[C@H](CO)N1C[C@H](C)[C@@H](CN(C)S(=O)(=O)c2ccccc2)Oc2ccc(NC(=O)Nc3ccc4c(c3)OCO4)cc2C1=O	2%	-0.2	-8%	2	0.5	-4%	-18%	4%
COC(=O)c1ccccc1NC(=O)CSc1nnc(-c2cccnc2)n1N	-8%	-0.2	6%	-6	-1.3	-2%	0%	-5%
Brc1ccc2cccnc2c1	1%	2.2	7%	-3	3.1	4%	9%	0%
CCc1ccc(/C=C2/SC(=S)N(CCC(=O)Nc3cccnc3)C2=O)cc1	35%[activator]	54*	-14%	0	-3.1	4%	25%	6%
Cc1ccccc1SCC(=O)OCC(=O)Nc1sccc1C(N)=O	-9%	-2.4	2%	1	2.4	-17%	-7%	3%
CSc1nc(N)nc2c1ncn2Cc1ccccc1	-11%	-0.4	7%	1	-1.7	-2%	-1%	-2%
Cc1ccccc1C(=O)N1CCCC(N2CCN(Cc3ccc4c(c3)OCO4)CC2)C1 (configuration not stated)	3%	0.1	4%	-6	1.1	16%	10%	-15%
COc1ccc(NC(=O)c2ccc3c(c2)OCCO3)cc1OC	-9%	1.1	14%	-3	-0.3	?	2%	-1%
COc1ccc(NC(=O)N2CCC(NC(=O)c3ccco3)CC2)cc1	-7%	-3.4	3%	1	-4.9	6%	-11%	3%
O=C1N[C@@H](Cc2ccccc2)C(=O)N2[C@H]1C[C@]1([C@]34C[C@H]5C(=O)N[C@@H](Cc6ccccc6)C(=O)N5[C@H]3N(S(=O)(=O)c3ccccc3)c3ccccc34)c3ccccc3N(S(=O)(=O)c3ccccc3)[C@H]21	-2%	0.5	-5%	-25	0.7	-2%	-23%	-7%
O=C(NCCc1ccccc1)c1cccc([N+](=O)[O-])c1	-2%	1.5	-4%	-6	-0.6	6%	-1%	-12%
Cc1ccc(C)c(-n2cc(CN3CCNC(=O)CC3)c(-c3ccccc3)n2)c1	-13%	-0.3	6%	17	2.1	3%	-14%	5%
CC1CC2C3CCC4=CC(=O)C=CC4(C)[C@@]3(Cl)C(O)CC2(C)C1(O)C(=O)CO (some centres not stated)	3%	-0.7	7%	2	0.5	-1%	-10%	-3%
CC(=O)C1=C(C)NC(=S)NC1c1cccc([N+](=O)[O-])c1 (configuration not stated)	-7%	-0.4	4%	-17	-3.4	0%	-8%	-7%

Bioassay records from PubChem BioAssay.
